Screening results (PubChem)
OPRM1-OPRD1 ag: agonists of OPRM1-OPRD1 heterodimerization, primary screen, cell-based, luminescence; cells; Mu-type opioid receptor (Homo sapiens) + Delta-type opioid receptor (Homo sapiens), …; 340,000 compounds, 0.3% hits; AID 504326, 2011; activation, % at 9.3 µM; in the data active = activation above about 18%;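 note: 0% = vehicle-treated cells and 100% = reference agonist; values of inactives mirror those of a sister screen read the other way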
AddAB inh: growth inhibition of E. coli expressing H. pylori AddAB, primary screen, AddAB inhibitor project, absorbance | 330,000 compounds, 0.29% hits | inhibition, % at 11.9 µM | AID 435030, 2010; in the data active = inhibition above about 12%;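 note: 0% = vehicle wells of infected cells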
Pemphigus Ab inh: inhibitors of pemphigus antibody binding to DSG3, primary screen, biochemical, bead-based, flow cytometry, scFv-GFP; Desmoglein-3 (Homo sapiens), P32926; DSG3-coupled beads, scFv-anti-DSG3-GFP binding; active compounds read low; binding (percent of control), % at 10 µM; 310,000 compounds, 0.48% hits;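 active = binding more than 3 SD below its plate's average and above zero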;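 note: hits lower antibody fragment binding to DSG3; some compounds called inactive have numbers as strong as hits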
Target sequence (P32926 whole entry, looked up, the tested form may be a part): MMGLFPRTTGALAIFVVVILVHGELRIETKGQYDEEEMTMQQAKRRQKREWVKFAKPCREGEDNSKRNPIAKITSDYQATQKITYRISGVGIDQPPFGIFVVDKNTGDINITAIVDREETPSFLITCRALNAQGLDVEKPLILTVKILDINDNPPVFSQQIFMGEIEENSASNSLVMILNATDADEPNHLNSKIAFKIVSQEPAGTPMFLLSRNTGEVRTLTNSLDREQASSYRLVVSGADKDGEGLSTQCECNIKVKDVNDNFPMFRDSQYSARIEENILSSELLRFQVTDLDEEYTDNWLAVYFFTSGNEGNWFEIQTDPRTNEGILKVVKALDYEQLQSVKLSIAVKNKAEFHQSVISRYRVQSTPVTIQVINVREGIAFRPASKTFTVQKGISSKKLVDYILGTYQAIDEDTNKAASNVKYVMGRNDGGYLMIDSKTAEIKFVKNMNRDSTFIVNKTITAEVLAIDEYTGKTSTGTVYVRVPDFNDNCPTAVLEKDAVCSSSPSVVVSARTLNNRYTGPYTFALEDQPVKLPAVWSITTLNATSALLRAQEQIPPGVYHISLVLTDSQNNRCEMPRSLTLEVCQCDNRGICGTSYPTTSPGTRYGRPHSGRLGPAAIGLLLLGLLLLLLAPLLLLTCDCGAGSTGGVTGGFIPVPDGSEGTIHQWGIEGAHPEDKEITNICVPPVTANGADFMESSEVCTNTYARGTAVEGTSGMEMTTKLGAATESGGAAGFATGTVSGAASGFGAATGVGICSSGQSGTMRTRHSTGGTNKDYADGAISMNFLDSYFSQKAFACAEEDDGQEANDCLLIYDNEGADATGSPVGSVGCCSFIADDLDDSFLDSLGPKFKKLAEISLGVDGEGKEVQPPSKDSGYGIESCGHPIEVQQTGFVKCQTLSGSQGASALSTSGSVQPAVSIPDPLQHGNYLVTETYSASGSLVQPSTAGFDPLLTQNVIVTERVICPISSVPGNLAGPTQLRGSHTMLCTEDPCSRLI
Tat export inh: E. coli Tat export inhibitors, primary screen, MC4100, TorA-mCherry reporter, fluorescence, single point. inhibition, % at 10 µM. 340,000 compounds, 0.036% hits;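 active = mean replicate inhibition at least 50% and at least half of replicates individually reaching 50%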;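 note: exported cargo escapes ClpAP degradation while cytoplasmic cargo is degraded and loses fluorescence; 0% = median of neutral control wells and 100% = median of NaSCN control wells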
Ecoli viability: E. coli V3065 growth inhibition, primary screen, counter-screen for AddAB inhibitor project, absorbance, OD600; 18 h; AID 449728, 2010; inhibition, % at 11.9 µM; 330,000 compounds, 0.27% hits;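 active = inhibition above the campaign's mean inhibition across all tested compounds plus 3 SD, cut at about 9.9% in these data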;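 note: uninfected addAB+ strain grown without phage in ampicillin broth; 0% = DMSO wells and 100% = ciprofloxacin 0.95 µg/ml wells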
PfHsp90 set2: growth inhibition of PfHsp90-expressing yeast, primary screen, antimalarial PfHsp90 inhibitor project, S. cerevisiae, BacTiter-Glo luminescence, single point, set 2; BacTiter-Glo ATP, 48 h; yeast lacking PDR1 and PDR3 efflux regulators; inhibition, % at 9.4 µM; 310,000 compounds, 0.32% hits; AID 504621, 2011;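 active = every replicate shows inhibition above about 80%, whatever the replicate mean, limit read from the data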;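 note: 0% = DMSO neutral controls and 100% = 20 µM radicicol positive controls; yeast relying on Plasmodium falciparum Hsp90 in place of its own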
PKA-R1A act: activators of PKA-R1A holoenzyme, primary screen, biochemical, fluorescence polarization, Cy5-IP20, bovine R1A, mouse PKAc | AID 504707, 2011 | 340,000 compounds, 0.083% hits | activation, % at 11.4 µM | PKA-R1A dissociation; scaled: DMSO 0%, 113 µM cGMP 100% | cAMP-dependent protein kinase type I-alpha regulatory subunit (Bos taurus) + …;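 active = percent activation above the mean of all tested compounds plus 3 SD, cut at about 19% in these data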;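 note: higher means more PKAc released from R1A so a rise in polarization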
Arrestin-AP2 inh: inhibitors of beta-arrestin/AP2 binding, primary screen, biochemical, GPCR trafficking, flow cytometry; beta-arrestin 1 C-terminal peptide binding to AP2 beta2-adaptin appendage (human); inhibition, % at 10 µM; 340,000 compounds, 0.31% hits; FITC-arrestin peptide / GST-AP2 beads; AP2 beta2 appendage carries R879A mutation; AID 504490, 2011;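 active = inhibition above a set limit, near 3 SD of compounds lacking own fluorescence, cut at about 54% in these data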;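 note: plate controls were DMSO wells for no effect and 5 µM unlabelled arrestin peptide for full effect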
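System: GST-AP2 R879A glutathione beads | Also added: FITC-arrestin peptide, 50 nM | Times: 12 min plus 1 h, RT | Signal: Bead flow cytometry, FITC channel | Buffer or medium: PBS with 0.05% Tween 20 and 0.1% BSA | Read-out basis: Percent drop in bead-associated FITC signal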
MOR-DOR inv ag: inverse agonists of MOR-DOR heterodimerization, primary screen, cell-based, luminescence; cell-based MOR-DOR heterodimer luminescence, inverse agonism; 340,000 compounds, 0.21% hits; AID 504357, 2011; Mu-type opioid receptor (Homo sapiens) + Delta-type opioid receptor (Homo sapiens), …; inhibition, % at 9.3 µM; in the data active = inhibition above about 22%, passing the limit was not always enough;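 note: 0% = cells with DMSO and 100% = wells without cells with DMSO; values of inactives mirror those of a sister screen read the other way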
phage Ecoli inh: growth loss of phage-infected E. coli, primary screen, RecBCD inhibitor project, absorbance, with phage, HTS. 360,000 compounds, 0.26% hits. AID 651602, 2012. inhibition, % at 11.9 µM; in the data active = inhibition above about 11%
Mot1-301 SUMO: yeast Mot1-301 growth rescue at high temperature, primary screen, SUMOylation pathway inhibitor project, S. cerevisiae, ATP luminescence, 38.5C; S. cerevisiae Mot1-301 growth rescue; percent above DMSO median, 100 means doubled; growth rescue, % at 18.8 µM; 320,000 compounds, 1% hits;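 active = every valid replicate shows activation above 250% relative to neutral control wells; inactive = the rest, any valid replicate at or below 250%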;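 note: OY570 slx delta 5 strain wells were the positive control but not used for scaling; some compounds called inactive have numbers as strong as hits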
Numbers without * were called inactive; · = no result given.

#	SMILES	Pemphigus Ab inh	PKA-R1A act	Arrestin-AP2 inh	PfHsp90 set2	phage Ecoli inh	AddAB inh	Mot1-301 SUMO	Ecoli viability	MOR-DOR inv ag	OPRM1-OPRD1 ag	Tat export inh
1	CCCc1cc(NC(=O)COC(=O)c2nccnc2N)n(-c2ccccc2)n1	104	-7	-17	-28	2.7	-2.9	-9	-2.3	4	-0.8	-4
2	CC(=O)Nc1sc(-c2ccccc2)nc1-c1ccccc1	102	-10	7	-23	3.0	-0.3	-20	1.0	-5	0.9	4
3	Cc1ccc(S(=O)(=O)CC2CSc3nc4ccccc4n32)cc1 (stereo unspecified)	123	-12	-16	-14	0.7	3.7	-9	-2.3	3	-0.5	-1
4	C=CCc1cccc2cc(C(=O)N3CCN(C(=O)c4ccco4)CC3)c(=O)oc12	102	0	4	0	-0.6	-0.1	4	-3.2	1	-0.2	0
5	Cc1cc(C)cc(NC(=O)Nc2ccc3c(c2)N(C)C(=O)CS3)c1	100	-1	4	-12	2.6	3.0	-8	0.1	-14	2.8	3
6	Cc1cccc(OCC(=O)Nc2ccc3c(c2)C(=O)NC3=O)c1	95	-3	28	-3	0.6	1.3	0	1.6	0	0.0	-15
7	COc1ccc(/C=N/NC(=O)c2ccc(=O)n(C)c2)cc1OC	85	-7	5	7	4.1	-2.1	13	-1.8	23	-4.5	-6
8	Cc1cc(C)cc(NC(=O)C2C3C=CC4(O3)C2C(=O)N(CCN2CCCCC2)C4C(=O)NC2CCCCC2)c1 (stereo unspecified)	98	-9	-8	-36	2.2	2.2	-13	0.2	5	-0.8	7
9	CC1(c2ccccc2Cl)NC(=O)N(CC(=O)N2CCc3ccccc3C2)C1=O (stereo unspecified)	116	-17	-14	-32	1.6	·	·	·	14	-2.6	-2
10	CCOc1ccc(S(=O)(=O)N2CCN(CN3C(=O)CC4(CCCC4)C3=O)CC2)cc1	·	-9	-11	-21	1.8	2.1	·	1.2	13	-3.2	-10
11	CN(C)P(=O)(Nc1cccc2ccccc12)Nc1cccc2ccccc12	109	6	-8	-7	-0.5	3.1	-3	-2.4	-26	6.4	1
12	CCOc1cc(S(=O)(=O)NCCc2cccc(C)c2)c(OCC)cc1-n1cnnn1	91	3	-6	-6	0.5	-0.6	-4	-0.4	-9	1.7	6
13	COc1cccc(/C=C/C(=O)c2cccc([N+](=O)[O-])c2)c1OC	105	-5	21	-33	-1.5	1.5	-19	1.6	-11	2.1	-5
14	O=[N+]([O-])c1c(Nc2cccc(O)c2)cc(Cl)c2nonc12	98	0	16	-7	1.3	1.2	130	-0.7	28	-5.7	2
15	O=C(NCCN1CCOCC1)c1cnn2c(-c3ccccc3)cc(-c3ccccc3)nc12	103	-1	12	1	-0.5	-0.1	33	-2.6	18	-3.3	3
16	CN(C)c1ccc(Nc2nc(N)c([N+](=O)[O-])c(N3CCOCC3)n2)cc1	·	-10	30	10	1.3	1.7	-25	-2.8	1	-0.2	-11
17	C[C@@H](CSc1ccccc1)CN1CC[C@H](NC(=O)OCc2ccccc2)CCC1=O	105	-14	7	2	1.4	4.0	-24	1.9	6	-1.1	0
18	COc1ccc(S(=O)(=O)N2CCOC2CNC(=O)C(=O)NCCc2ccccc2OC)cc1C (stereo unspecified)	110	-11	11	6	1.8	-1.0	-12	0.9	-1	0.2	-8
19	O=C(CCNS(=O)(=O)c1ccccc1F)NCc1ccc2c(c1)OCO2	111	-2	5	-9	1.5	-0.5	149	-3.3	7	-1.2	-4
20	CC(C)(C)OC(=O)NCc1ccc(NC(=O)c2nc[nH]c2C(=O)NCCCCNC(=O)c2[nH]cnc2C(=O)Nc2ccc(CNC(=O)OC(C)(C)C)cc2)cc1	98	-11	10	-47	·	1.8	-5	-1.1	-26	4.8	2
21	COc1ccc(-c2noc(CN3CCCCC3c3nccn3C)n2)cc1 (stereo unspecified)	100	-2	-10	-23	0.6	-3.5	8	-1.1	9	-1.7	1
22	O=C(Cc1ccc(-n2c(=O)c3sccc3n(CC(=O)Nc3ccccc3)c2=O)cc1)NCc1ccco1	90	-2	35	-19	2.3	0.1	-7	-2.3	10	-1.8	-12
23	O=C(CN1CCCCC1)Nc1cc(Cl)ccc1Oc1ccccc1	102	3	-5	12	3.7	1.4	113	1.0	0	-0.1	11
24	O=C(NCCN1CCOCC1)c1ccc(=O)oc1	98	-6	-3	0	-1.1	0.7	238	-1.4	9	-1.5	-6
25	Cc1cn([C@H]2C[C@H](O)[C@@H](CCC(=O)NCc3ccco3)O2)c(=O)[nH]c1=O	97	-13	18	-29	2.4	·	·	·	8	-1.7	1
26	Cc1csc(NC(=O)CCc2c(C)nc3cc(-c4ccc(Cl)cc4)nn3c2C)n1	100	-1	-13	0	2.4	1.5	-12	3.0	2	-0.3	-2
27	CCc1ccccc1Oc1ccc(S(=O)(=O)N2CCN(C)CC2)cn1	101	-1	29	·	4.3	2.6	-8	0.1	2	-0.3	4
28	CC(=O)Nc1ccccc1OCC(=O)NC(C)c1ccccc1 (stereo unspecified)	82	-9	2	2	5.7	1.3	-13	-0.5	13	-2.0	4
29	O=C(CNC1CCCCC1)Nc1cccc(C(F)(F)F)c1	103	-5	11	3	4.1	1.7	-17	0.6	-20	4.1	0
30	Cc1ccccc1NS(=O)(=O)c1nnc(NC(=O)c2ccccc2C)s1	111	-2	2	11	2.8	1.8	17	-1.6	-10	1.9	-1
31	NC(=S)N/N=C/c1ccc([N+](=O)[O-])cc1	98	-3	-5	-54	2.6	0.8	-4	-0.3	-22	3.1	-5
32	Cc1cc(C(=O)CSc2nc(N)cc(N)n2)c(C)n1-c1cccc(F)c1	121	3	-1	-21	2.3	1.1	-23	-0.9	-30	5.7	8
33	Cc1cc(Cl)ccc1OCC(=O)Nc1ccc(CN2CCOCC2)cc1	109	3	2	18	2.0	·	·	·	-9	1.6	7
34	CCOc1ccc(Nc2oc(-c3cccs3)nc2C#N)cc1	98	-9	1	2	1.4	2.1	-13	2.6	-75	13	10
35	O=C(N/N=C/c1ccccc1O)C(=O)N1CCCCCC1	104	-1	-3	-2	2.7	-3.4	3	2.6	1	-0.2	-10
36	CCN(c1ccc(NC(=O)CCc2nc3sc4c(c3c(=O)[nH]2)CCCC4)cc1)C(C)C	103	3	-4	-3	4.5	-1.2	-3	-0.1	2	-0.3	7
37	O=C(c1ccc(NC2=NC3CS(=O)(=O)CC3S2)cc1)N1CCc2ccccc2C1 (stereo unspecified)	99	18	30	13	-0.5	1.4	-2	-0.8	1	-0.2	-3
38	CCOC(=O)C(C#N)=C1CCN(Cc2ccccc2)CC1	101	-8	-13	-13	0.9	-0.1	-13	-0.6	20	-4.5	7
39	CCC(=O)c1ccc(OCC(O)CN2CCN(S(=O)(=O)N3CCCCC3)CC2)cc1 (stereo unspecified)	·	-16	5	20	1.2	2.0	286*	-1.4	13	-3.1	3
40	Cc1cc(C)cc(N(C(=O)CNS(=O)(=O)c2ccccc2)C(C(=O)NCc2ccccc2)c2ccc(C)o2)c1 (stereo unspecified)	115	-1	16	-16	3.9	-0.2	-3	-0.9	-5	1.0	5
41	CCOC(=O)Cc1csc(N(C)C)n1	108	4	-5	-41	2.9	3.8	-8	1.1	-4	0.7	-3
42	O=C(CNC(c1ccccc1)c1ccccc1)Nc1ccc(F)cc1	130	1	-1	-3	2.9	2.9	14	1.9	-2	0.3	2
43	Cn1ncc2c(c(SCc3ccc(Cl)cc3Cl)nn2C)c1=O	109	-5	-5	-6	-1.8	0.8	-5	-0.2	11	-2.1	-2
44	O=C(Cc1ccccc1)NNC(=O)Cc1ccccc1	104	-5	22	-6	2.2	0.0	-8	-2.2	5	-1.1	-12
45	CCNC(=O)COc1ccc(OCc2ccccc2)cc1	96	-2	6	-12	3.5	-0.7	19	-0.5	8	-1.5	-7
46	CC(=O)Nc1ccc(S(=O)(=O)N(C)CC(=O)N/N=C/c2ccc(C(=O)O)cc2)cc1	110	-4	2	3	0.9	4.5	3	-0.5	3	-0.5	-7
47	COc1ccccc1NC(=O)C1CCN(S(=O)(=O)c2ccc3c(c2)NC(=O)CO3)CC1	101	2	-4	-2	2.1	3.4	-16	1.7	6	-1.0	-3
48	COc1ccccc1NS(=O)(=O)c1ccc(C)c(C(=O)N2CCCC2)c1	109	-5	13	64	0.9	-1.4	9	-3.0	10	-2.6	6
49	Cc1c(Cl)cccc1NC(=O)CCC(=O)N/N=C/c1ccc[nH]1	91	15	-6	6	5.2	3.4	2	0.3	8	-1.4	-2

Full records, looked up by structure.
`CCOc1ccc(S(=O)(=O)N2CCN(CN3C(=O)CC4(CCCC4)C3=O)CC2)cc1` reads Pemphigus Ab inh = ·; PKA-R1A act = -9; Arrestin-AP2 inh = -11; PfHsp90 set2 = -21; phage Ecoli inh = 1.8; AddAB inh = 2.1; Mot1-301 SUMO = ·; Ecoli viability = 1.2; MOR-DOR inv ag = 13; OPRM1-OPRD1 ag = -3.2; Tat export inh = -10
`CCN(c1ccc(NC(=O)CCc2nc3sc4c(c3c(=O)[nH]2)CCCC4)cc1)C(C)C` reads Pemphigus Ab inh = 103; PKA-R1A act = 3; Arrestin-AP2 inh = -4; PfHsp90 set2 = -3; phage Ecoli inh = 4.5; AddAB inh = -1.2; Mot1-301 SUMO = -3; Ecoli viability = -0.1; MOR-DOR inv ag = 2; OPRM1-OPRD1 ag = -0.3; Tat export inh = 7
`Cc1cc(C)cc(NC(=O)C2C3C=CC4(O3)C2C(=O)N(CCN2CCCCC2)C4C(=O)NC2CCCCC2)c1` (stereo unspecified) reads Pemphigus Ab inh = 98; PKA-R1A act = -9; Arrestin-AP2 inh = -8; PfHsp90 set2 = -36; phage Ecoli inh = 2.2; AddAB inh = 2.2; Mot1-301 SUMO = -13; Ecoli viability = 0.2; MOR-DOR inv ag = 5; OPRM1-OPRD1 ag = -0.8; Tat export inh = 7

Hits appear at their usual frequency. About 2.8% of those tested had a hit in this group.
